GALR2 antag = GALR2 (human) receptor antagonism; GALR2-expressing cells, antagonist mode; inhibition, % at 4 µM; 140,000 compounds, 0.39% hits; AID 828; in the data active = inhibition above about 27%;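 note: cells stimulated with galanin 1-16 at roughly its EC80; 0% = agonist challenge control and 100% = basal control without agonist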
Target sequence (O43603 whole entry, looked up): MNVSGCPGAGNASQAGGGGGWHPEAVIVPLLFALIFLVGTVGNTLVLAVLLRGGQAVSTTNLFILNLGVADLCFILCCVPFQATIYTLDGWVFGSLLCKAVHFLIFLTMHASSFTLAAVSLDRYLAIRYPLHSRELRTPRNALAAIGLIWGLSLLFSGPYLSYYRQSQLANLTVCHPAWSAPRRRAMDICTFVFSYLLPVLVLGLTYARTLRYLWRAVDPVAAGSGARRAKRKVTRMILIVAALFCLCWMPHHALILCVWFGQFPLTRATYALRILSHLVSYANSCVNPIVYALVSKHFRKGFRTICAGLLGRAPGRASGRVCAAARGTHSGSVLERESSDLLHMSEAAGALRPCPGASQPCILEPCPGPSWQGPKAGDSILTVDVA
HCT116 bCat-KO = beta-catenin-lacking colon tumor cell growth suppression. HCT116 beta-catenin knockout viability, CellTiter-Glo, 60 h; hits give low values. viability, % at 10 µM. 140,000 compounds, 1.5% hits;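 active = viability at or under a set limit, the compound median less 4 SD, cut at about 6% in these data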;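 note: 0% = Hyamine 1622 control at 20 µM and 100% = untreated cell control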
BB579 growth dn = yeast BB579 growth reduction in restrictive medium; 140,000 compounds, 0.51% hits; AID 804; inhibition, % at 10 µM; S. cerevisiae BB579 growth, OD615, 48 h;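 active = inhibition above a set limit, 3 SD over the mean compound inhibition, cut at about 44% in these data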; note: inactives centre near -24
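System: Saccharomyces cerevisiae DeaD strain BB579, replicative lifespan model yeast | Buffer or medium: Restrictive glucose-based CSMM-D medium | Times: 4 h preincubation and 48 h exposure at 30 °C | Detection: OD615 turbidity measurement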
Phagocytosis inh = inhibitors of macrophage phagocytosis; 110,000 compounds, 0.07% hits; AID 1029; inhibition, % at 5 µM; J774A.1 macrophage IgG-bead phagocytosis, imaging;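 active = inhibition above the mean of the plate negative controls plus 5 SD, cut at about 13% in these data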;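 note: phagocytic index as fraction of beads internalized from green versus red external bead signal; plate controls were DMSO negative control for no effect and cytochalasin-D positive control for full effect; some results beyond the cut were filed as inactive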
HCT116 PTEN-null = suppresses growth of cells with PTEN deletion; HCT116 PTEN-null viability, CellTiter-Glo, 60 h; hits give low values; viability, % at 10 µM; 140,000 compounds, 1.2% hits;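 active = viability at or below a set limit, 4 SD under the median of all tested compounds, cut at about 3.7% in these data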;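 note: PTEN knockout HCT116 line with beta catenin targeted HCT116 as companion control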
Yeast lifespan up = yeast lifespan extension; AID 775; 130,000 compounds, 0.68% hits; S. cerevisiae growth with nicotinamide, OD615; deaD strain in restrictive glucose medium; inhibition of the nicotinamide effect, % at 10 µM;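 active = inhibition above a set limit, placed 3 SD over the median of all compounds, cut at about 26% in these data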;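 note: 0% = nicotinamide-treated wells and 100% = cells grown without nicotinamide; some compounds called inactive have numbers as strong as hits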
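Test system – modified budding yeast, DeaD strain · Compound – single dose 10 µM compound, 0.25% DMSO · Times – culture preincubation 4 h, compound exposure 48 h, both 30 °C · Detection – optical density (absorbance) at 615 nm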
E-sel TNF inh = blocks E-selectin expression induced by TNF alpha; inhibition, % at 2 µM; 120,000 compounds, 0.71% hits; HUVEC TNFa-induced E-selectin immunofluorescence, high content;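 active = inhibition above the batch mean plus 3 SD, and confirmed as a hit on visual image review, cut at about 43% in these data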;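 note: 0% = TNF-stimulated DMSO wells and 100% = unstimulated control wells; not every result past the cut was called active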
NPY-Y2 antag = blocks the human neuropeptide Y Y2 receptor | P49146 | NPY-Y2 expressing cells, antagonist mode | inhibition, % at 2.7 µM | 140,000 compounds, 0.99% hits | AID 793; in the data active = inhibition above about 17%;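 note: 0% = vehicle with agonist challenge and 100% = reference antagonist with challenge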
Target sequence (P49146 whole entry, looked up): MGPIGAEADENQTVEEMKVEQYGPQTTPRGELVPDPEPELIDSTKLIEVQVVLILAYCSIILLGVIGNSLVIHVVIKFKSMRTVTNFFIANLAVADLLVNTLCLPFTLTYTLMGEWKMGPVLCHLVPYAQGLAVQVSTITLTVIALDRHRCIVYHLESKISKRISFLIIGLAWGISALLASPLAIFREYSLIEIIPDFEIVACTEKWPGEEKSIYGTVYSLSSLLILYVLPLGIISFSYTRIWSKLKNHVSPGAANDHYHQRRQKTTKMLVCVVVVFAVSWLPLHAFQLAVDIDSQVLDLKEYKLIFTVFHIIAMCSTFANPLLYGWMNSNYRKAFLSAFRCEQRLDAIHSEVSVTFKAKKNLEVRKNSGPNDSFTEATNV
Measles CPE = protection of cells from measles virus; 140,000 compounds, 1.5% hits; protection (pct of control), % at 4 µM; Measles virus-infected cells, CPE protection, absorbance; in the data active = protection mostly above about 24%, no sharp cut-off; inactive = mostly below about 26%; note: some compounds called inactive have numbers as strong as hits
MRP-1 activ = activates MRP-1; H69AR cells + doxorubicin, viability rescue, CellTiter-Glo; viability increase, % at 10 µM; 140,000 compounds, 0.61% hits;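 active = viability gain under doxorubicin at or above a set limit, the compound median plus 3 SD, cut at about 4.7% in these data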;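 note: MRP-1 overexpressing cells given doxorubicin 25 µM after compound pretreatment; 18-22 h compound pretreatment then 72 h with doxorubicin before readout; 0% = doxorubicin-only wells and 100% = vehicle-treated cells without doxorubicin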
The depositor's hits bear a star. The order is random; any-hit rate near 6.1%.

Cc1nc(NC(=O)COc2ccccc2)sc1C(=O)Nc1ccccc1 was read as GALR2 antag 8, HCT116 bCat-KO 85, BB579 growth dn 6, Phagocytosis inh -1, HCT116 PTEN-null 97, Yeast lifespan up -1, E-sel TNF inh -47, NPY-Y2 antag 3, Measles CPE 5 and MRP-1 activ -0.5.
Screening CC1CN(C(=O)c2cc3ccccc3oc2=O)CC(C)O1 (stereo unspecified) returned GALR2 antag 11, HCT116 bCat-KO 96, BB579 growth dn -21, Phagocytosis inh -1, HCT116 PTEN-null 100, E-sel TNF inh -54, NPY-Y2 antag -1, Measles CPE 3 and MRP-1 activ 1.2.
For CC(CCc1ccccc1)NC(=O)c1cc2sccc2n1C (stereo unspecified) the results were GALR2 antag 19, HCT116 bCat-KO 83, BB579 growth dn -40, Phagocytosis inh -1, HCT116 PTEN-null 83, Yeast lifespan up 2, E-sel TNF inh 30, NPY-Y2 antag 7, Measles CPE 28 and MRP-1 activ -2.3.
CC1CCCC/C1=N\NS(=O)(=O)c1ccc(Br)cc1 (stereo unspecified) was read as GALR2 antag -3, HCT116 bCat-KO 110, BB579 growth dn -51, Phagocytosis inh -1, HCT116 PTEN-null 112, Yeast lifespan up 1, E-sel TNF inh 1, NPY-Y2 antag 0, Measles CPE 6 and MRP-1 activ 1.8.
`COc1ccc(C(=O)N/N=C/c2ccc(OC(=O)c3cccs3)cc2)cc1` gave GALR2 antag -1, HCT116 bCat-KO 74, BB579 growth dn -23, Phagocytosis inh -8, HCT116 PTEN-null 83, Yeast lifespan up -4, E-sel TNF inh 24, NPY-Y2 antag 6, Measles CPE 5 and MRP-1 activ -2.7.
`Cc1ccc(C(=O)/C=C\C(=O)c2ccc(C)cc2)cc1` gave GALR2 antag 19, HCT116 bCat-KO 1.7*, BB579 growth dn 4, Phagocytosis inh 4, HCT116 PTEN-null 1.8*, Yeast lifespan up 65*, NPY-Y2 antag 20*, Measles CPE 0 and MRP-1 activ -5.5.
CCn1nc(-c2ccccc2)c2nc3ccccc3nc21 was read as GALR2 antag 20, HCT116 bCat-KO 83, BB579 growth dn -31, Phagocytosis inh 0, HCT116 PTEN-null 78, Yeast lifespan up -9, E-sel TNF inh 12, NPY-Y2 antag 5, Measles CPE 16 and MRP-1 activ -1.7.
CCN(CC(=O)NCc1ccc(F)cc1)C(=O)C1CCN(C(=O)Nc2ccccc2)CC1 was read as GALR2 antag 6, HCT116 bCat-KO 86, BB579 growth dn 24, Phagocytosis inh -1, HCT116 PTEN-null 93, Yeast lifespan up -6, E-sel TNF inh -21, NPY-Y2 antag 10, Measles CPE 5 and MRP-1 activ -1.0.
For O=C(Nc1ccc(F)cc1)Nc1nnc(-c2ccncc2)s1 the results were GALR2 antag -8, HCT116 bCat-KO 32, BB579 growth dn -16, Phagocytosis inh 0, HCT116 PTEN-null 20, Yeast lifespan up -12, E-sel TNF inh -17, NPY-Y2 antag 1, Measles CPE 3 and MRP-1 activ -4.7.
`CCOC(=O)N1CCC(N2Cc3cccc(C(=O)NCc4ccccn4)c3C2=O)CC1` gave GALR2 antag 1, HCT116 bCat-KO 110, BB579 growth dn 2, Phagocytosis inh 0, HCT116 PTEN-null 97, Yeast lifespan up -3, NPY-Y2 antag 4, Measles CPE 16 and MRP-1 activ -2.8.
Cc1ccc(C(=O)NC(=S)Nc2ccccc2C(F)(F)F)cc1 was read as GALR2 antag -10, HCT116 bCat-KO 95, BB579 growth dn -28, Phagocytosis inh 4, HCT116 PTEN-null 89, Yeast lifespan up -21, E-sel TNF inh -11, NPY-Y2 antag 7, Measles CPE 8 and MRP-1 activ 1.0.
Screening COC(=O)C1=CN(C)C=C(C(=O)OC)C1c1ccsc1 returned GALR2 antag 3, HCT116 bCat-KO 98, BB579 growth dn -26, Phagocytosis inh 0, HCT116 PTEN-null 96, Yeast lifespan up -22, E-sel TNF inh 11, NPY-Y2 antag 3, Measles CPE 32 and MRP-1 activ -3.2.
For COC(=O)C1C(O)=C(C=NCC(C)N=CC2=C(O)C(C(=O)OC)C(C)(C)CC2=O)C(=O)CC1(C)C (stereo unspecified) the results were GALR2 antag 6, HCT116 bCat-KO 79, BB579 growth dn -23, Phagocytosis inh 0, HCT116 PTEN-null 81, Yeast lifespan up -2, E-sel TNF inh -12, NPY-Y2 antag 2, Measles CPE 9 and MRP-1 activ 0.7.
Screening N#CC(c1ccc(Cl)cc1)(c1ncc(C(F)(F)F)cc1Cl)N1CCOCC1 (stereo unspecified) returned GALR2 antag -10, HCT116 bCat-KO 90, BB579 growth dn -9, HCT116 PTEN-null 81, Yeast lifespan up -12, E-sel TNF inh 2, NPY-Y2 antag 8, Measles CPE 3 and MRP-1 activ 0.2.
For COc1ccc(-n2nnnc2-c2cccnc2)cc1 the results were GALR2 antag -18, HCT116 bCat-KO 104, BB579 growth dn -50, Phagocytosis inh 0, HCT116 PTEN-null 102, Yeast lifespan up -8, E-sel TNF inh 1, NPY-Y2 antag 3, Measles CPE 1 and MRP-1 activ -0.9.
For O=C(Nc1nc(-c2ccc(S(=O)(=O)N3CCCC3)cc2)cs1)c1cccs1 the results were GALR2 antag 1, HCT116 bCat-KO 15, BB579 growth dn -42, Phagocytosis inh -2, HCT116 PTEN-null 19, Yeast lifespan up -28, E-sel TNF inh -12, NPY-Y2 antag 3, Measles CPE 4 and MRP-1 activ -3.0.
`Cc1ccccc1NC(=O)OCCN1CCN(Cc2ccccc2)CCC1=O` gave GALR2 antag 16, HCT116 bCat-KO 91, BB579 growth dn -52, HCT116 PTEN-null 96, Yeast lifespan up 8, NPY-Y2 antag 3, Measles CPE 9 and MRP-1 activ -2.2.
Screening N#Cc1c(N)nc2c3c(sc(=N)c2c1N)NC(=O)CC3c1c(F)cccc1Cl (stereo unspecified) returned GALR2 antag -9, HCT116 bCat-KO 72, BB579 growth dn -21, Phagocytosis inh 1, HCT116 PTEN-null 65, Yeast lifespan up -13, E-sel TNF inh 16, NPY-Y2 antag 0, Measles CPE 14 and MRP-1 activ -2.9.
`COc1ccc2nc(NC(=O)C3COc4ccccc4O3)sc2c1` (stereo unspecified) gave GALR2 antag -18, HCT116 bCat-KO 103, BB579 growth dn -11, Phagocytosis inh 1, HCT116 PTEN-null 111, Yeast lifespan up -8, E-sel TNF inh 20, NPY-Y2 antag -1, Measles CPE 4 and MRP-1 activ 1.4.
Screening COCCn1c(C)cc(C(=O)COC(=O)C23CC4CC(CC(O)(C4)C2)C3)c1C returned GALR2 antag 6, HCT116 bCat-KO 94, BB579 growth dn -26, Phagocytosis inh -2, HCT116 PTEN-null 89, Yeast lifespan up 2, E-sel TNF inh 9, NPY-Y2 antag 2, Measles CPE 20 and MRP-1 activ -1.8.
For COC(=O)C1CCN(C(=O)COC(=O)CC(NC(N)=O)c2ccc(Cl)cc2)CC1 (stereo unspecified) the results were GALR2 antag 5, HCT116 bCat-KO 92, BB579 growth dn -17, Phagocytosis inh 1, HCT116 PTEN-null 80, Yeast lifespan up -7, E-sel TNF inh 15, NPY-Y2 antag 4, Measles CPE 5 and MRP-1 activ -1.7.
`N#Cc1c(-c2ccccc2)nc(SCC(=O)N(c2ccccc2)c2ccccc2)[nH]c1=O` gave GALR2 antag -8, HCT116 bCat-KO 95, BB579 growth dn -29, Phagocytosis inh -5, HCT116 PTEN-null 99, Yeast lifespan up -3, E-sel TNF inh 30, NPY-Y2 antag 5, Measles CPE 15 and MRP-1 activ 7.5*.
For COc1ccc(CCC(C(O)C(F)(F)F)S(=O)c2ccccc2)cc1 (stereo unspecified) the results were GALR2 antag 3, HCT116 bCat-KO 99, BB579 growth dn -48, Phagocytosis inh 0, HCT116 PTEN-null 105, Yeast lifespan up 1, E-sel TNF inh -16, NPY-Y2 antag 3, Measles CPE 1 and MRP-1 activ -0.7.
Screening Cc1cc(C)c(C)c(OCCCOc2cccc3cccnc23)c1 returned GALR2 antag -2, HCT116 bCat-KO 54, BB579 growth dn 40, HCT116 PTEN-null 54, Yeast lifespan up -7, NPY-Y2 antag 17, Measles CPE 2 and MRP-1 activ -1.0.
`Cc1ccc(C2C(/C=C3/SC(=S)NC3=O)=C(c3cccs3)Oc3ccccc32)cc1` (stereo unspecified) gave GALR2 antag -17, HCT116 bCat-KO 64, BB579 growth dn -79, Phagocytosis inh 0, HCT116 PTEN-null 60, Yeast lifespan up -3, E-sel TNF inh 7, NPY-Y2 antag -4, Measles CPE 5 and MRP-1 activ -2.5.
COc1cc2[nH]c(=O)n(CCCCCC(=O)NCCc3c[nH]c4ccccc34)c(=O)c2cc1OC was read as GALR2 antag -7, HCT116 bCat-KO 82, BB579 growth dn -19, Phagocytosis inh -1, HCT116 PTEN-null 81, Yeast lifespan up -23, E-sel TNF inh -16, NPY-Y2 antag 2, Measles CPE 20 and MRP-1 activ -5.2.
For Cn1c(=O)n(Cc2ccccc2F)c(=O)c2c1nc1n2CCCN1CCc1ccccc1 the results were GALR2 antag -4, HCT116 bCat-KO 106, BB579 growth dn -99, Phagocytosis inh 0, HCT116 PTEN-null 91, Yeast lifespan up -2, E-sel TNF inh 25, NPY-Y2 antag 5, Measles CPE 8 and MRP-1 activ -1.3.
For O=C1NC(=O)c2cc(NC(=O)C3CCCCC3)ccc21 the results were GALR2 antag 5, HCT116 bCat-KO 97, BB579 growth dn -47, Phagocytosis inh 0, HCT116 PTEN-null 99, Yeast lifespan up -13, E-sel TNF inh -23, NPY-Y2 antag -3, Measles CPE 5 and MRP-1 activ -1.3.
Screening COc1ccccc1-c1nnc(SCC(=O)Nc2cc(C)on2)o1 returned GALR2 antag 4, HCT116 bCat-KO 105, BB579 growth dn -44, Phagocytosis inh -2, HCT116 PTEN-null 103, Yeast lifespan up -10, E-sel TNF inh -52, NPY-Y2 antag 2, Measles CPE 15 and MRP-1 activ -0.2.
`Cc1ccccc1N(CC(=O)NCc1ccc2c(c1)OCO2)C(=O)CCC(=O)Nc1ccccn1` gave GALR2 antag 4, HCT116 bCat-KO 102, BB579 growth dn -27, Phagocytosis inh 0, HCT116 PTEN-null 95, Yeast lifespan up -15, E-sel TNF inh 9, NPY-Y2 antag 1, Measles CPE 2 and MRP-1 activ 0.6.
For COc1ccccc1NC(=O)c1cc(C(=O)Nc2ccccc2OC)cc(N2C(=O)CCC2=O)c1 the results were GALR2 antag 1, HCT116 bCat-KO 94, BB579 growth dn -23, HCT116 PTEN-null 89, Yeast lifespan up -1, NPY-Y2 antag 2, Measles CPE 8 and MRP-1 activ -1.5.
`COc1ccc(N(CC(=O)NCc2cccnc2)S(=O)(=O)c2c(C)nn(C)c2C)cc1` gave GALR2 antag 3, HCT116 bCat-KO 89, BB579 growth dn 20, Phagocytosis inh -1, HCT116 PTEN-null 80, Yeast lifespan up -9, NPY-Y2 antag 4, Measles CPE 4 and MRP-1 activ -0.6.
For CCOC(=O)N1CCC(N2C(=O)c3ccccc3C2Nc2ccccc2C)CC1 (stereo unspecified) the results were GALR2 antag 11, HCT116 bCat-KO 88, BB579 growth dn -42, Phagocytosis inh -1, HCT116 PTEN-null 91, Yeast lifespan up -7, NPY-Y2 antag 5, Measles CPE 10 and MRP-1 activ -3.2.

Compound activity deposited in PubChem BioAssay by several laboratories.
